Source: PubChem (Sanford-Burnham Center for Chemical Genomics)
ER stress surv: ER stress cell death inhibition | relative survival (cellular ATP), % at 15 µg/mL (by protocol) | AID 1010 | actives 0.33% (n = 48,000) | CSM14.1 thapsigargin ER stress survival, ATP luminescence;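 active means survival measured by cellular ATP above 50% at 15 µg/ml in the first screen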;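 further: cell death triggered by about 15 µM thapsigargin; ATP read 24 h after thapsigargin was added; plate controls were thapsigargin with DMSO for no effect and DMSO without thapsigargin for full effect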
Numbers without * were called inactive.

SMILES | ER stress surv
CCc1ccc(/C=C2\C(=O)NN(c3ccc(Cl)c(Cl)c3)C2=O)cc1 | 7.2
COc1cccc(NC(=S)NC(NC(=O)c2ccccc2)C(Cl)(Cl)Cl)c1 (stereo not drawn) | 2.7
COc1ccc(NC(=O)c2ccccc2NC(=O)c2ccco2)cc1 | -2.2
CC1=Nc2ccccc2/C1=C\c1sc(=S)n(-c2ccccc2)c1O | 13.3
Cc1ccc(-c2cc(C(=O)N/N=C/c3ccc(Br)cc3)[nH]n2)cc1 | 7.4
CC(CNC(=O)c1ccc(F)c2ccccc12)c1ccccc1 (stereo not drawn) | 7.1
COc1ccccc1/C=C1\C(=O)NC(=O)N(c2ccc(Br)cc2)C1=O | -0.7
COc1cc(OC)cc(C(=O)Nc2ccc(OC)c(OC)c2)c1 | 14.4
O=C(O)c1cccc2c1-c1ccccc1/C2=N\O | 7.2
O=C(O)CC/C(=N/NC(=O)c1c[nH]c2ccccc12)c1ccccc1 | 3.9
NC(=O)C1CCN(C(=O)COc2cccc3ccccc23)CC1 | -2.3
CCCCOC(=O)c1ccc2c(c1)C1C=CCC1C(c1ccc([N+](=O)[O-])cc1)N2 (stereo not drawn) | 1.6
Cc1cc(C(C)(C)C)cc(C)c1NC(=O)C(F)(F)F | 1.3
CCOc1cc(OCC)cc(C(=O)Nc2ccc(I)cc2Cl)c1 | 0.4
COc1ccc(-c2nc(=NC(=O)c3ccco3)sn2-c2ccccc2)cc1 | 2.5
C/C(=N\NC(=O)c1cc(C23CC4CC(CC(C4)C2)C3)[nH]n1)c1ccc(N)cc1 | 0.0
Cc1ccc(S(=O)(=O)NC(=O)Nc2cc(C)ccc2F)cc1 | 1.8
COc1cc(/C=C2/C(=O)N(c3ccccc3)N=C2C)cc(I)c1O | -0.5
O=c1c2c3c(sc2nc(SCc2ccc([N+](=O)[O-])cc2)n1-c1ccccc1)CCCC3 | 11.5
CSc1ccc(S(=O)(=O)N(CC(=O)Nc2cccc(Br)c2)c2ccc(C)cc2)cc1 | 1.8
COc1ccc(/C=N/Nc2nc(N3CCCC3)nc(N3CCCC3)n2)cc1 | 13.0
Cc1cc(=O)oc2c1ccc1oc(/C(=N\O)c3ccc(Cl)cc3)c(C)c12 | -0.8
COc1ccc(CN2CCN(C(=O)c3ccccc3F)CC2)cc1OCc1ccccc1 | 13.3
CCOC(=O)c1c[nH]c2c(Cl)c(Cl)ccc2c1=O | 8.3
COC(=O)C(=C/C=C/N(C(C)C)C(C)C)C(=O)OC | 7.8
CCN(CC)c1ccc(/C=C2/C(=O)NN(c3ccc(C)cc3)C2=O)c(O)c1 | 5.5
COc1ccc(NC(=O)/C(C#N)=C/c2ccccc2[N+](=O)[O-])cc1 | 2.4
CC1=C(C(=O)OC(C)C)C(c2cccc(Cl)c2Cl)C2=C(CCCC2=O)N1 (stereo not drawn) | -0.1
COc1ccc(OC)c(/C=C2\SC(N3CCOCC3)=NC2=O)c1 | 10.1
CCOC(=O)C1=C(C)N=c2s/c(=C\c3ccc(O)c(OC)c3)c(=O)n2C1c1ccc(Cl)cc1 (stereo not drawn) | 9.4

18 consecutive records out of the list so far, quoted:
SMILES | ER stress surv
CCCCOC(=O)c1ccc2c(c1)C1C=CCC1C(c1ccc([N+](=O)[O-])cc1)N2 (stereo not drawn) | 1.6
Cc1cc(C(C)(C)C)cc(C)c1NC(=O)C(F)(F)F | 1.3
CCOc1cc(OCC)cc(C(=O)Nc2ccc(I)cc2Cl)c1 | 0.4
COc1ccc(-c2nc(=NC(=O)c3ccco3)sn2-c2ccccc2)cc1 | 2.5
C/C(=N\NC(=O)c1cc(C23CC4CC(CC(C4)C2)C3)[nH]n1)c1ccc(N)cc1 | 0.0
Cc1ccc(S(=O)(=O)NC(=O)Nc2cc(C)ccc2F)cc1 | 1.8
COc1cc(/C=C2/C(=O)N(c3ccccc3)N=C2C)cc(I)c1O | -0.5
O=c1c2c3c(sc2nc(SCc2ccc([N+](=O)[O-])cc2)n1-c1ccccc1)CCCC3 | 11.5
CSc1ccc(S(=O)(=O)N(CC(=O)Nc2cccc(Br)c2)c2ccc(C)cc2)cc1 | 1.8
COc1ccc(/C=N/Nc2nc(N3CCCC3)nc(N3CCCC3)n2)cc1 | 13.0
Cc1cc(=O)oc2c1ccc1oc(/C(=N\O)c3ccc(Cl)cc3)c(C)c12 | -0.8
COc1ccc(CN2CCN(C(=O)c3ccccc3F)CC2)cc1OCc1ccccc1 | 13.3
CCOC(=O)c1c[nH]c2c(Cl)c(Cl)ccc2c1=O | 8.3
COC(=O)C(=C/C=C/N(C(C)C)C(C)C)C(=O)OC | 7.8
CCN(CC)c1ccc(/C=C2/C(=O)NN(c3ccc(C)cc3)C2=O)c(O)c1 | 5.5
COc1ccc(NC(=O)/C(C#N)=C/c2ccccc2[N+](=O)[O-])cc1 | 2.4
CC1=C(C(=O)OC(C)C)C(c2cccc(Cl)c2Cl)C2=C(CCCC2=O)N1 (stereo not drawn) | -0.1
COc1ccc(OC)c(/C=C2\SC(N3CCOCC3)=NC2=O)c1 | 10.1

Other results
SMILES | ER stress surv
Cc1cc(/C=N/NC(N)=S)c(C)n1-c1cccc(Cl)c1 | -2.6
CCN(CC)S(=O)(=O)c1ccc(Cl)c(C(=O)Nc2cccc(C(=O)O)c2)c1 | 5.2
COc1ccccc1C(=O)N1CCN(Cc2ccncc2)CC1 | 2.2
Cc1nc(N)nc(-c2ccccc2O)n1 | 3.8
COc1ccc(C=Nc2ccc(C)c(F)c2)cc1OC | 9.8
Cc1ccccc1SCCNC(=O)Nc1cc(F)c(F)cc1Cl | 14.1
O=C(Nc1ncn[nH]1)c1ccc(F)cc1 | 8.0
CCOc1cc(/C=C2\SC(=S)NC2=O)ccc1OS(=O)(=O)c1ccc([N+](=O)[O-])cc1 | -4.5
O=C1/C(=C/c2ccccc2)SC(=S)N1c1ccccc1Cl | 7.6
CCOc1cc(/C=C2\SC(N)=NC2=O)cc(Br)c1OS(=O)(=O)c1ccc(C)cc1 | -0.1
CC(C)OCP(=O)(c1ccccc1)c1ccccc1 | 4.8
Clc1ccccc1-c1nc(Cc2ccccc2)no1 | -0.2
Cc1ccc(/C(N)=N/OC(=O)c2ccc(I)cc2)cc1 | 13.4
O=C(CSc1nnnn1-c1ccccc1)Nc1nncs1 | -2.7
COC(=O)C1=NN(C(C)=O)C2C(=O)N(c3cccc(C)c3)C(=O)C12 (stereo not drawn) | 2.7
CC1CCCCN1S(=O)(=O)c1ccc(Br)c2ccccc12 (stereo not drawn) | -1.3
Cc1nnc(Nc2ccc3c(c2)nc(C)n3C)c2ccccc12 | -14.2
CCC(=O)Nc1sc2c(c1C(=O)Nc1ccccc1Cl)CCCC2 | 3.6
O=C(Nc1ccc(C(=O)N2CCOCC2)cc1)Nc1cccc(Cl)c1 | -3.4
C=CCN1C(=O)/C(=C\c2cccs2)SC1=S | -4.8
Cc1cc(Cl)ccc1NC(=O)c1ccc(I)cc1 | 0.6
COc1cc(Br)cc(/C=N/c2ncn[nH]2)c1O | 9.3
COc1ccc(-c2cc(C(F)(F)F)n3ncc(C(=O)NCC4CCCO4)c3n2)cc1 (stereo not drawn) | 10.1
CC(=O)C1=C(O)C(=O)N(c2nc3ccccc3s2)C1c1ccc(F)cc1 (stereo not drawn) | -2.6
CCCC(=O)NC(c1ccc(OC)cc1)c1ccc(OCC)cc1 (stereo not drawn) | 0.6
COCCOC(=O)c1ccc(NC(=O)Nc2ccc(Cl)cc2)cc1 | 7.1
Nc1nonc1N=Cc1ccccc1O | 4.5
CC(=O)c1ccc(NC(=O)/C=C/c2ccccc2)cc1 | 5.5
COc1ccccc1NC(=O)C1C2C=CC(C3CC23)C1C(=O)O (stereo not drawn) | 1.7
CC(=O)Nc1nc(C2CC2)cc(-c2ccco2)c1C#N | 5.6
COc1cccc(C(=O)N2CCNCC2)c1OC | 0.9
CSc1ccccc1NC(=O)CSc1nc2ccccc2[nH]1 | 6.5
C=CCN1C(=O)/C(=C\c2cc(Br)c(OCc3ccc(F)cc3)c(OCC)c2)SC1=S | 2.8
COC(=O)C(CC(C)C)NC(=O)CSc1nnc2c(n1)[nH]c1ccccc12 (stereo not drawn) | 6.1
Cc1nc(=O)c(-c2ccccc2)c(C)n1-c1ccc(C(=O)O)c(O)c1 | -1.3
CC1=C(C)CC(C(=O)Nc2ccc(N3C(=O)c4ccccc4C3=O)cc2)C(C(=O)O)C1 (stereo not drawn) | 1.5
COc1ccc(Cl)cc1C(=O)N1CCN(c2ccccc2)CC1 | 3.7
CCOc1cccc(-c2cc(C(=O)Nc3cc(C)ccn3)c3ccccc3n2)c1 | 7.2
CCOC(=O)C1CCN(C(=O)c2cc(C(=O)OC)cc([N+](=O)[O-])c2)CC1 | 10.1
O=S(=O)(NNc1ccccc1)c1ccc2ccccc2c1 | 6.3
CN(c1ccc(C(N)=O)cc1)S(=O)(=O)c1ccccc1 | 8.0
Cc1sc2nc(-c3ccccc3)[nH]c(=O)c2c1C | -4.6
O=C(COc1ccc(Br)cc1)N1CCN(c2ccccc2)CC1 | 1.1
CCc1nc(SCc2ccc(OC)cc2)n[nH]1 | 3.3
CCOc1ccccc1/C=C/C(=O)c1ccc(Br)cc1 | -0.9
CCN(CC)C(=O)CSc1nc(C)cc(=O)[nH]1 | 2.2
O=C(Nc1nc(-c2ccc(F)cc2)cs1)c1ccc([N+](=O)[O-])cc1Cl | 1.8
COc1ccc(NC(=O)Nc2nnc(Cc3ccccc3)s2)cc1 | 4.9
Cc1ccc(S(=O)(=O)N2CCCCC2C)cc1 (stereo not drawn) | 3.7
Cc1cc(C)cc(NC(=O)C2CC(=O)N(c3ccc(Cl)cc3)C2)c1 (stereo not drawn) | 13.1

(next part)
SMILES | ER stress surv
O=C1/C(=C/c2ccco2)N2CCC1CC2 | 13.3
O=[N+]([O-])c1ccc(Cc2ncccc2O)cc1 | 2.6
COc1ccc(/C=C/C(=O)Nc2sc3c(c2C#N)CC(C)(C)OC3)cc1OC | -4.9
CCCC(=O)C1=C(O)C(C(=O)OC)C(C)(C)C/C1=N\c1nc2ccccc2[nH]1 (stereo not drawn) | 9.4
Cc1ccc(OCC(=O)NNC(=O)c2ccc(O)cc2O)c(C)c1 | 2.4
Clc1ccccc1-n1nnnc1C(Cl)(Cl)c1nnnn1-c1ccccc1Cl | 10.5
c1ccc2sc(SCCOCCSc3nc4ccccc4s3)nc2c1 | 18.9
CCOC(=O)CSc1nc2ccc(N3C(=O)c4ccccc4C3=O)cc2s1 | 16.6
CCOP(C)(=O)C(CC(=O)OC)C(=O)OC (stereo not drawn) | 1.6
CCOc1ccc(NC(=O)C(=O)NC(C)c2ccc(OC)cc2)cc1 (stereo not drawn) | 13.9
COc1ccc(O)c(C2=Nc3ccccc3N=C(C(F)(F)F)C2)c1 | 1.5
COc1ccc(/C=C/C(=O)NCCc2nc3ccccc3[nH]2)cc1Br | -1.0
COc1ccccc1-n1c(SCC(=O)c2ccc(Cl)cc2)nc2ccccc2c1=O | 5.6
COc1cc(/C=C/c2cc(C(F)(F)F)[nH]c(=O)n2)ccc1OCc1ccc(Cl)cc1Cl | -0.4
CCOc1ccc(NC(=O)C(C)Oc2ccc(OC)cc2)cc1 (stereo not drawn) | -1.3
CCOc1ccc(N(CC(=O)Nc2ccc(F)cc2)S(=O)(=O)c2ccc(SC)cc2)cc1 | 7.4
CCc1ccc(-c2cc(C(=O)NC3CC3)c3ccccc3n2)cc1 | -4.5
CCn1c2ccccc2c2cc(NC(=O)CC(C)=O)ccc21 | -2.0
COc1ccc(CCNC(=O)CN(c2ccc(Oc3ccccc3)cc2)S(C)(=O)=O)cc1OC | 6.1
O=C(NN1C(=O)/C(=C/c2ccc(F)cc2)SC1=S)c1ccncc1 | 0.4
COc1cc(NC(=O)c2ccccc2F)cc(OC)c1 | 7.1
O=C(c1cc2n(n1)C(C(F)(F)F)CC(c1ccco1)N2)N1CCCc2ccccc21 (stereo not drawn) | 13.7
COc1ccc(N2C(=O)CC(Sc3nnc(-c4ccccc4)n3-c3ccccc3)C2=O)cc1 (stereo not drawn) | -0.9
CCc1ccccc1NC(=O)C1CC2CCC1C2 (stereo not drawn) | 4.2
O=S(=O)(Nc1ccc(Oc2ccccc2)cc1)c1ccc2ccccc2c1 | 4.3
O=C(NCCO)c1cccc([N+](=O)[O-])c1 | 6.8
Cc1cc2oc(=O)cc(C)c2cc1NC(=O)c1ccccc1 | 0.3
O=C(Nc1c(Cl)cccc1Cl)c1ccc(Cl)c(Cl)c1 | 8.7
Cc1onc(-c2ccccc2)c1C(=O)Nc1ccc(N(C)C)cc1 | -2.4
COc1ccc(N(CC(=O)Nc2ccc(C)cc2C)S(C)(=O)=O)cc1 | 2.2
O=c1[nH]c(=S)n(-c2ccccc2F)c(O)c1C=C1C=CC=N1 | -0.9
COc1cccc(C2C(C(=O)Nc3ccccc3)=C(C)N=c3s/c(=C\c4sccc4C)c(=O)n32)c1 (stereo not drawn) | 3.6
O=C(CCn1c2ccccc2c2ccccc21)N/N=C/c1ccccc1O | 4.3
O=C(N/N=C/c1c(O)ccc2ccccc12)c1cc(C23CC4CC(CC(C4)C2)C3)[nH]n1 | 1.9
c1ccc2c(c1)[nH]c1nc3nnnn3nc12 | -1.1
CCOC(=O)c1ccc(NC(=O)c2ccc3c(c2)OCO3)cc1 | 3.6
CC1=C(C(=O)OC(C)C)C(c2ccccc2Cl)C2=C(CC(C)(C)CC2=O)N1 (stereo not drawn) | 5.7
CN1CCN(C(=O)CCN2C(=O)/C(=C/c3cccs3)SC2=S)CC1 | -11.1
Cc1cc(C(=O)NCCCN(C)C)ccc1[N+](=O)[O-] | 1.0
COc1ccc(OC)c(NC(=O)C2C3C=CC(C3)C2C(=O)O)c1 (stereo not drawn) | 4.1
CC(C)c1ccc(N(CC(=O)Nc2ccccc2Cl)S(=O)(=O)c2ccccc2)cc1 | 8.0
Cc1ccc(OCC(=O)Nc2ccccc2C#N)c(C)c1 | 3.1
Cc1ccccc1NC(=O)CC1Sc2ccccc2NC1=O (stereo not drawn) | 5.0
O=C(c1ccc(Cl)cc1)N1CCN(c2ccc([N+](=O)[O-])c(N3CCOCC3)c2)CC1 | 0.5
Cc1ccccc1NCC(=O)N/N=C\c1cc(Cl)ccc1O | 6.8
COc1cccc(C=C2C=C(C(C)(C)C)C(=O)C(C(C)(C)C)=C2)c1OC | -6.1
CSc1ccc(/C=N/NC(=O)c2cc(-c3ccccc3)n[nH]2)cc1 | 7.5
CCc1ccccc1NC(=O)c1c(NC(=O)c2ccccc2)sc2c1CCC2 | 2.1

This is a subset; rates above refer to the full screens.
